EPAC1 antag = antagonists of human EPAC1; O95398; EPAC1 GEF assay, Rap1b-BODIPY-GDP exchange fluorescence; Potency, µM (titrated, usually from 115 µM), without a hit: at the highest dose activity change, negative = inhibition, actives largely listed as inhibitors; 360,000 compounds, 0.14% hits; AID 720709;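 also: potency is read from the fitted curve at half-maximal effect; plate controls were vehicle for no effect and positive control for full effect; nearly all actives have a fitted effect of over 50% in size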
CCT chaperon mod = cytosolic chaperonin activity modulation; activity change, % (concentration not given with the values), hits read low; 360,000 compounds, 0.3% hits; purified chaperonin ATPase assay, HTRF ADP detection, 30 min; in the data active = activity change below about -30%; also: % is scaled to controls: 0 for no effect and ±100 for the full control effect
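Nucleotide hydrolysis assay: TRiC at 20–40 nM final (set by batch activity) with 10 uM ATP, 30 min at 37 °C, in presence of 76 uM compound. Detection by competitive ADP HTRF, 30 min ambient.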
PLK1 PBD inh = inhibitors of human PLK1 polo-box domain binding. P53350. Plk1 PBD binding of FITC phosphopeptide, fluorescence polarization. Potency, µM, for the others: max response, negative = inhibition, actives largely listed as inhibitors. 360,000 compounds, 2.8% hits; also: potency is read from the fitted curve at half-maximal effect; series mostly up to about 57 µM; % is scaled to controls: 0 for no effect and ±100 for the full control effect; nearly all actives have a fitted effect of over 65% in size
Target sequence (P53350 whole entry, looked up, the tested form may be a part): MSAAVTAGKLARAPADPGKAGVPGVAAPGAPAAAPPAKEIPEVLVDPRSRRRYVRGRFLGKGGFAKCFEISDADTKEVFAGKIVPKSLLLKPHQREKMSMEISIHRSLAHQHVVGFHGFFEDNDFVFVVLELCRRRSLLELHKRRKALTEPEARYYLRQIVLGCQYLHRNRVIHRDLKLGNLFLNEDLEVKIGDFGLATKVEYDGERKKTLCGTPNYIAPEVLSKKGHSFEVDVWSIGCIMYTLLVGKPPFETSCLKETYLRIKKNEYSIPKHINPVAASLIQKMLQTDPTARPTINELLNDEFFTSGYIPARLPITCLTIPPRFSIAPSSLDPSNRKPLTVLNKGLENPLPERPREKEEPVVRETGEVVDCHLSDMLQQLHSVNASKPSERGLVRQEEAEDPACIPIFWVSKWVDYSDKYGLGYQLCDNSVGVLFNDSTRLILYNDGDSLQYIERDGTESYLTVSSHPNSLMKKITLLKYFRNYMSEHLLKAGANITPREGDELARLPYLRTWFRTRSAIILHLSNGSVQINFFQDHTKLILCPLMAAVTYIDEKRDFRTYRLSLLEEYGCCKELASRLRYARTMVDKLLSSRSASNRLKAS
EPAC1 ag = agonists of human EPAC1; O95398; EPAC1 agonist qHTS, biochemical assay; response scale: 100% = response to 6.5 mM cAMP; Potency, µM (doses to about 154 µM), without a hit: at the highest dose activation, most hits filed as activators; 360,000 compounds, 0.073% hits; AID 720707; also: potency is read from the fitted curve at half-maximal effect; nearly all actives have a fitted effect of over 60% in size
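Read-out is the fluorescence drop as BODIPY-GDP leaves Rap1B (480 nm excitation, 540 nm emission), recorded every 5 minutes over 30 minutes. Reactions held 100 nM EPAC1, 250 nM Rap1B–BODIPY-GDP and 50 uM GDP, with 6.5 mM cAMP setting full activation.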
IL-2 act = activators of IL-2. 360,000 compounds, 0.065% hits. IL-2 activation reporter assay, cell-based qHTS; stimulated with anti-CD3/CD4/CD28 beads; in transgenic mouse T cells. AID 652025. activation, % (series mostly up to about 46 µM); in the data active = activation above about 50%; inconclusive = mostly about 30% to 49%; also: 0% is about no effect
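Screening format: compound pinned onto unstimulated transgenic mouse T cells, 60 min incubation, then anti-CD3/anti-CD4/anti-CD28 bead stimulation for 18 hours at 37 degrees C, followed by EGFP and DsRed detection.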
PI5P4Ka inh = inhibitors of human PI5P4K alpha; P48426; PI5P4Kalpha enzyme, ADP-Glo luminescence, 60 min; stronger effect = lower value; max response, %; 330,000 compounds, 1.2% hits; AID 652105; active = max response of -50% or lower; inconclusive = between -30% and -50%; inactive = -30% or higher; also: value at the top dose of about 77 µM; % is scaled to controls: 0 for no effect and ±100 for the full control effect
Target sequence (P48426 whole entry, looked up): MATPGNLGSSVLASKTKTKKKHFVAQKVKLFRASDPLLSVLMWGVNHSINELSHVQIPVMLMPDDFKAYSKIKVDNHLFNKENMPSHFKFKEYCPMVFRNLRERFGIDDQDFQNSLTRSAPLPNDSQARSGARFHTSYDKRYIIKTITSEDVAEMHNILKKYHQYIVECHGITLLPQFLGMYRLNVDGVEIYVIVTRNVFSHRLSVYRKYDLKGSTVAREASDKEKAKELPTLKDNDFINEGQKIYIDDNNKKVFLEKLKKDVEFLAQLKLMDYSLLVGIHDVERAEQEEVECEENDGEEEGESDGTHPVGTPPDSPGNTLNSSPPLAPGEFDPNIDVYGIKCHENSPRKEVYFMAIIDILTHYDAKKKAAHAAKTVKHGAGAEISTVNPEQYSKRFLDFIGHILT
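qHTS, 1536-well: enzyme/substrate mix, compound by pin tool, 5 microM ATP final; RT 60 min; ADP-Glo reagents 1 (45 min) then 2 (30 min); luminescence.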
WRN helicase inh = WRN helicase (human) inhibition; Q14191; WRN helicase unwinding, fluorescent forked duplex, kinetic; Potency, µM (doses to about 114 µM), for the others: top-dose activity change, negative = inhibition, hits mostly inhibitors; 360,000 compounds, 0.46% hits; AID 651768; also: potency is read from the fitted curve at half-maximal effect; % is scaled to controls: 0 for no effect and ±100 for the full control effect; nearly all actives have a fitted effect of over 55% in size
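Kinetic red-fluorescence monitoring (525/598 nm) tracks WRN helicase activity after 100 nM fluorophore-quencher forked duplex and 2 mM ATP are added to 20 nM enzyme pretreated 15 min at room temperature with compound.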
EPAC2 agonist = activates human EPAC2 exchange factor | EPAC2 activation, biochemical qHTS; response scale: 100% = 6.5 mM cAMP response | Potency, µM (doses to about 154 µM), without a hit: top-dose activation, hits mostly activators | 360,000 compounds, 0.079% hits | AID 720711; also: potency is read from the fitted curve at half-maximal effect; nearly all actives have a fitted effect of over 50% in size
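Guanine nucleotide exchange by EPAC2 is measured as reduced fluorescence of BODIPY-GDP once it is released from 250 nM Rap1B. Plates are read kinetically for 30 min at room temperature; results are scaled to 6.5 mM cAMP.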
* hit, by the source's call; ? = inconclusive; nt = no result given; [ ] = another dose, or the depositor's remark. Unless noted, calls follow the shape of the dose curve; as a rule, active = well fitted curve in the direction sought with a large enough effect; inconclusive = small, poorly fitted or top-dose-only effect, or another doubt; inactive = no such curve, though single readings can be large; an effect the other way counts as inactive or inconclusive.

SMILES | EPAC1 antag | CCT chaperon mod | PLK1 PBD inh | EPAC1 ag | IL-2 act | PI5P4Ka inh | WRN helicase inh | EPAC2 agonist
Cc1ccc2cc3c(nc2c1)N(c1ccccc1)CC3 | -2% | -0.5 | -8% | 12% | 0.7 | 3 | 5% | 11%
Cc1cccc(NCc2ccccc2OCc2ccccc2F)c1 | -6% | -1.2 | -4% | 10% | -0.5 | 0 | -6% | 5%
Nc1nc2n(n1)C(c1ccc(Cl)cc1)CC(c1ccc(F)cc1)N2 (stereo not given) | -9% | -0.5 | -3% | 6% | -3.9 | 0 | -2% | 16%
CCOC(=O)CN(C(=O)COc1nc(-c2ccccc2)cc(C)c1C#N)c1cccc(OC)c1 | -29% | 0.0 | -8% | 16% | -0.7 | 2 | -9% | 9%
CN(Cc1cccnc1)C(=O)c1cc(S(=O)(=O)Nc2ccccc2F)ccc1Cl | 14% | 2.4 | -1% | 1% | -1.9 | 9 | 2% | -2%
CCCC(=O)OCC(=O)Nc1ccc2c(c1)OCO2 | -28% | -0.5 | -1% | -4% | 1.2 | -16 | -3% | 16%
COc1cc(NC(=S)NCc2ccco2)cc(OC)c1OC | -2% | 0.6 | -4% | -3% | 0.0 | 1 | -1%[57.1 µM] | -6%
CC1=C(C#N)C(NC(=O)C2CCCCC2)(C(F)(F)F)C(=O)N1 (stereo not given) | 11% | 0.1 | 2% | -1% | -2.3 | nt | 5% | 3%
O=c1[nH]nc(CNc2ccc(C(F)(F)F)cc2)c2ccccc12 | -11% | -0.9 | -9% | -13% | -0.6 | 5 | -2% | -10%
CCSc1ccc([C@@H]2[C@H]3C(=O)N(CC)C(=O)[C@H]3[C@]3(C(=O)OC)CCCCN23)cc1OC | -3% | -0.2 | 1% | 10% | -0.7 | 0 | 6% | 8%
Cc1ccccc1NC(=O)c1cnn(-c2ccccc2)c1C | -6% | -3.2 | -5% | 2% | 0.3 | -3 | 8% | 12%
COc1ccc(CCNC(=O)Nc2ccc(F)cc2F)cc1OC | 4% | 0.9 | -1% | 10% | -0.5 | 5 | 4% | 10%
CC(C)(C)OC(=O)N1CCC(NC(=O)c2[nH]cnc2C(=O)Nc2ccccc2)CC1 | ? | -0.4 | -12% | 2% | 0.5 | 10 | -6% | -3%
N#Cc1ccc(COC(=O)C2CC(=O)N(CCc3ccccc3)C2)cc1 (stereo not given) | -6% | 1.4 | -6% | -13% | 1.5 | -19 | -25% | -4%
O=C(Nc1ccccc1)C1=C[C@H](C2CCCCC2)C[C@H](OCCCCO)O1 | -12% | 1.3 | -25% | 9% | -0.1 | -1 | -5% | 15%
COc1cccc(C(=O)N2CCN(c3ncccn3)CC2)c1 | ? | -2.2 | -4% | 0% | 0.1 | 1 | 2% | 3%
C/C(=N\NC(=O)CN(c1ccccc1)S(C)(=O)=O)c1ccccc1O | 4% | -6.4 | -11% | 2% | -3.1 | -2 | -9% | 0%
COc1ccc(CNC(=O)COC(=O)[C@H](Cc2ccccc2)NC(=O)c2cccs2)cc1 | -18% | 0.2 | 8% | 9% | 0.4 | 1 | -2% | 4%
CCc1nccn1CCC(=O)N1CCc2c([nH]c3ccccc23)C1CC(C)C (stereo not given) | -17% | 0.1 | -20% | 5% | 1.0 | 5 | 1% | -11%
CCOC(=O)c1c(NC(=O)c2nn(CC)cc2Br)c(C#N)cn1-c1ccccc1 | -3% | -0.7 | 6% | 7% | -1.8 | nt | -2%[57.1 µM] | -8%
O=C(O)C1=NN(c2cc(Cl)c(S(=O)(=O)O)cc2Cl)C(=O)C1 | -5% | 0.3 | ? | 9% | 0.0 | -4 | ? | 12%
CCCCc1cc(=O)oc2cc(OCC(=O)NCC3CCC(C(=O)O)CC3)ccc12 (stereo not given) | 10% | 2.1 | -2% | -5% | 0.7 | -1 | 7% | -2%
NC(=O)c1nnn(Cc2cc(Cl)c(C(=O)c3ccc(Cl)cc3)c(Cl)c2)c1N | -18% | 0.5 | -12% | 4% | -0.9 | -18 | -8% | 15%
Cc1ccccc1N(C)C(=O)c1coc(=O)c2ccccc12 | -4% | -2.4 | -14% | 6% | -1.0 | -3 | 3% | -6%
Cc1cc(=O)[nH]c(SCC(=O)Nc2cc(S(=O)(=O)N(C)C)ccc2Cl)n1 | -18% | -6.4 | -13% | -19% | 0.5 | 0 | 2% | -1%
O=C(O)c1ccc(N/N=C/c2cccc3nccnc23)cc1 | 4% | -0.9 | -28% | -5% | 1.4 | -16 | -6% | -2%
Cc1cc(C)cc(NC(=S)/C(=C(\[O-])c2ccc(Cl)cc2Cl)[n+]2ccc(C(C)(C)C)cc2)c1 | 2% | 0.9 | -2% | 4% | 0.1 | 1 | -5% | 5%
CCc1ccc(N2CC(C(=O)N/N=C/c3cc([N+](=O)[O-])ccc3O)CC2=O)cc1 (stereo not given) | ? | -0.2 | -2% | -2% | -4.2 | -23 | -16% | -3%
O=C(CSc1nnc(-c2ccc(Br)cc2)o1)Nc1cccc(C(=O)O)c1 | -15% | 0.8 | -15% | 7% | 4.3 | -12 | -5% | 0%
COc1ccc(OCc2cc(C(=O)N3CCN(CC4CC4)CC3)no2)c(Cl)c1 | -10% | -2.9 | -14% | -10% | -2.1 | -1 | -6% | 7%
Cc1ccc(C)c(NC(=O)C2COc3ccccc3O2)c1 (stereo not given) | 2% | -2.0 | 1% | 2% | -1.9 | 3 | -4% | 4%
CC1CCCC(C(=O)O)N1C(=O)CCS (stereo not given) | -5% | -5.0 | -10% | -3% | -1.8 | -9 | 3% | 8%
Cc1c(Cl)ccc2sc(NC(=O)c3ccco3)nc12 | -9% | -0.4 | -10% | -7% | -2.5 | 11 | -6% | 4%
COc1ccc(NC(=O)c2cccc(Cn3cc(Br)cn3)c2)cn1 | 1% | -0.8 | -3% | -7% | -2.1 | nt | 3% | 7%
Cc1cccc(NS(=O)(=O)c2ccc(NC(=O)CN(c3cc([N+](=O)[O-])ccc3C)S(C)(=O)=O)cc2)c1 | ? | -9.7 | -4% | 9% | -3.6 | 12 | -14% | 7%
COc1ccc(CCNc2ncnc3c2c(C)c(C)n3CCCN(C)C)cc1OC | -20% | 0.8 | -5% | 2% | 0.3 | -9 | -2% | 11%
CC1(C)C2CCC13CS(=O)(=O)NC3C2 (stereo not given) | -7% | 0.2 | -1% | -2% | 0.1 | 5 | -12% | 5%
CC1=C(C(=O)NC(C)c2ccc3c(c2)OCCO3)C2(CCC(C)CC2)OC1=O (stereo not given) | -23% | -5.4 | -8% | 2% | -2.3 | -4 | -7% | 5%
Cc1ccc(N2CC(C(=O)NCCS(=O)(=O)N3CCN(c4ccccc4)CC3)CC2=O)cc1C (stereo not given) | 10% | -0.5 | -15% | 11% | -0.7 | 3 | -4% | -6%
CC(=O)Nc1ccc(S(=O)(=O)N(C)CC(=O)OCC(=O)N2CCCCCC2)cc1 | 3% | 0.7 | -6% | 14% | -2.8 | -2 | 2% | 1%
COc1ccc(CNc2nc(NCc3ccc(OC)cc3)n(C(C)=O)n2)cc1 | -2% | -2.8 | -3% | 11% | 2.1 | nt | -8% | 17%
O=C(COC(=O)CC1SC(N2CCCC2)=NC1=O)Nc1ccc(Br)cc1 (stereo not given) | 6% | 2.0 | -2% | -7% | -0.6 | 1 | 2% | 2%
Cc1ccc(C23CC4CC(CC(C(=O)NC(C(=O)O)C(C)C)(C4)C2)C3)cc1 (stereo not given) | -2% | -1.2 | -5% | 2% | -1.0 | -1 | -2% | 0%
C[C@H]1CN([C@@H](C)CO)S(=O)(=O)c2ccc(Br)cc2O[C@H]1CN(C)C(=O)Cc1ccncc1 | -9% | 0.8 | -10% | 10% | -0.7 | 2 | -2% | 9%
C[C@@H]1O[C@@H](OC[C@H]2O[C@@H](Oc3c(-c4ccc(O)c(O)c4)oc4cc(O)cc(O)c4c3=O)[C@H](O)[C@@H](O)[C@@H]2O)[C@H](O)[C@H](O)[C@H]1O | -5% | -0.3 | -9% | -14% | -0.7 | -1 | -4% | 3%
COc1ccc([C@H]2/C=C\CN(C(=O)C3CC3)[C@@H](C)C(=O)N2Cc2ccc(F)cc2)cc1 | 6% | -2.1 | 3% | -3% | -2.3 | -3 | -1% | 7%
CC(C)CC(=O)Nc1cccc(NC(=O)CC(C)C)n1 | -3% | -4.1 | -11% | 1% | 0.9 | 12 | -2% | 0%
S=C(NCc1ccccc1)NN1CCOCC1 | 9% | -6.1 | 8% | 3% | 0.1 | -5 | 1% | -2%
Cc1cc(C)c2c(CC(=O)N(CCC#N)Cc3cccnc3)coc2c1 | -2% | -0.6 | -6% | -5% | -4.2 | -4 | -9% | 5%
CCOc1ccccc1NC(=O)COC(=O)COc1c(Cl)cc(Cl)c2ccc(C)nc12 | -2% | 1.5 | 1% | 5% | -0.6 | 6 | -6% | -1%
CCO[C@H]1OC(C(=O)Nc2ccccc2)=C[C@@H](c2ccc(C(F)(F)F)cc2)[C@@H]1CCCO | -27% | 1.2 | 0% | -32%[inhibitor] | -0.3 | 17 | -10% | -7%
O=C(CN1CCN(S(=O)(=O)c2ccc3ccccc3c2)CC1)Nc1ccc(N2CCOCC2)cc1 | -14% | -0.8 | -10% | 5% | -1.8 | -11 | -5% | 4%
C=CCn1c(SCC(=O)Nc2ccc3c(c2)OCO3)nc2ccccc2c1=O | 0% | -3.6 | -1% | 9% | -2.2 | nt | -3%[57.1 µM] | 12%
COc1ccc2c(c1)c(CCN1C(=O)c3ccccc3C1=O)cn2C(=O)c1ccco1 | 2% | 2.1 | -4% | 6% | 4.1 | nt | -8% | 8%
CCOC(=O)c1c(CC(C)C)csc1NC(=O)c1ccccc1C(=O)O | -5% | 0.2 | ? | -10% | -1.7 | -6 | 11% | -13%

Full records as entered above. Screens in order: EPAC1 antag, CCT chaperon mod, PLK1 PBD inh, EPAC1 ag, IL-2 act, PI5P4Ka inh, WRN helicase inh, EPAC2 agonist
Profile of `COc1ccc2c(c1)c(CCN1C(=O)c3ccccc3C1=O)cn2C(=O)c1ccco1` → 2%, 2.1, -4%, 6%, 4.1, nt, -8%, 8%
Profile of `S=C(NCc1ccccc1)NN1CCOCC1` → 9%, -6.1, 8%, 3%, 0.1, -5, 1%, -2%
Profile of `CCO[C@H]1OC(C(=O)Nc2ccccc2)=C[C@@H](c2ccc(C(F)(F)F)cc2)[C@@H]1CCCO` → -27%, 1.2, 0%, -32%[inhibitor], -0.3, 17, -10%, -7%
Profile of `COc1ccc([C@H]2/C=C\CN(C(=O)C3CC3)[C@@H](C)C(=O)N2Cc2ccc(F)cc2)cc1` → 6%, -2.1, 3%, -3%, -2.3, -3, -1%, 7%

Screens as filed in PubChem.

A portion of the library; rates above refer to the full screens.
